Source: PubChem
GRK2 aptamer HTS = human GRK2 inhibition via aptamer displacement; P25098; bead flow cytometry, FAM-aptamer displacement from GRK2; inhibition of aptamer binding, % at 10 µM; actives 0.59% (n = 330,000); AID 488847;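 active = inhibition of aptamer binding above 40%, roughly 3 SD of noise, on plates passing a quality check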;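 note: median bead fluorescence of bound FAM aptamer so fluorescent compounds give negative values; no value below 0 was filed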
Target sequence (P25098 whole entry, looked up): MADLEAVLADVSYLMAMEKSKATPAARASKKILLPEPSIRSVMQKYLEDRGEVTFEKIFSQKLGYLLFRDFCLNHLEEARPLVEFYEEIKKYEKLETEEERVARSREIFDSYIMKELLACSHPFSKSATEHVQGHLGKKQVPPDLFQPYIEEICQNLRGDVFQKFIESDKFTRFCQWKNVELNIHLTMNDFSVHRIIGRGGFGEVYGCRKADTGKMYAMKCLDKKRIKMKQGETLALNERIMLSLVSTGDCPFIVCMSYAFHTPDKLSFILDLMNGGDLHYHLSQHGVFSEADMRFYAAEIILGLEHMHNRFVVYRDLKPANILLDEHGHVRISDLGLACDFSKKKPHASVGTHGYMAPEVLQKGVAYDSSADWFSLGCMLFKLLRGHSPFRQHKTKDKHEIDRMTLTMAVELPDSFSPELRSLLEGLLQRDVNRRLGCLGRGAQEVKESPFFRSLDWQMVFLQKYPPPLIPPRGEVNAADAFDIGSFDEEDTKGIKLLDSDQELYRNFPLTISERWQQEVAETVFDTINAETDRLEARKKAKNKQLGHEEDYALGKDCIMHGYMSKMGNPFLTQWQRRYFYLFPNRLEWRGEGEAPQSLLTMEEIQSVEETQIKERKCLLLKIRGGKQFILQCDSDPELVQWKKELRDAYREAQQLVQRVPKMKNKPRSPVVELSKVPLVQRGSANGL
Yeast superoxide = caloric restriction mimetics inhibiting age-related superoxide in yeast; superoxide response (% of plate mean), % at 10 µM; S. cerevisiae aged cells, superoxide DHE fluorescence; active compounds read low; actives 0.18% (n = 330,000);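 active = superoxide response under a set limit, about three screen SD below normal, cut at about 65% in these data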;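 note: yeast aged for seven days with compound at 30 °C before DHE staining; 100% = average MFI of all compound-treated wells on the plate with controls excluded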
LAP4-GFP MLPCN = modulators of TOR pathway LAP4-GFP in S. cerevisiae | S. cerevisiae LAP4-GFP multiplex, flow cytometry GFP, 3 h; median GFP as percent of DMSO wells | GFP response vs DMSO, % at 10 µM | actives 0.34% (n = 320,000) | AID 2023;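 active = GFP response vs DMSO above a set limit, about the screen mean plus 3 SD, cut at about 150% in these data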
MEP2-GFP yeast = modulators of TOR pathway MEP2-GFP in S. cerevisiae; GFP response vs DMSO, % at 10 µM; S. cerevisiae MEP2-GFP strain, flow cytometry GFP, 3 h; 100% = DMSO control level; AID 2016; actives 0.51% (n = 330,000);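 active = GFP response versus DMSO above a set limit, roughly screen mean plus 3 SD, cut at about 180% in these data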;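 note: median GFP fluorescence of the barcode-gated MEP2-GFP cells per well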
VLA-4 inh = inhibition in a human VLA-4 binding assay; inhibition, % (about 7 µM as worked out from the volumes in the protocol); actives 0.2% (n = 330,000); AID 2557; P13612; VLA-4 expressing cells, ligand binding flow cytometry; in the data active = inhibition above about 50%
RPL19A-GFP yeast = alters RPL19A-GFP fluorescence in TOR pathway yeast screen. S. cerevisiae RPL19A-GFP strain, flow cytometry, 3 h; active compounds read low. percent response vs DMSO, % at 10 µM. actives 0.3% (n = 330,000);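 active = percent response vs DMSO below 50%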;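 note: median channel GFP fluorescence of the barcoded RPL19A-GFP strain; ratio of sample median GFP to plate DMSO average so 100% = DMSO; lower means less RPL19A-GFP as with rapamycin TOR inhibition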
CIT2-GFP yeast = modulators of TOR pathway CIT2-GFP in S. cerevisiae; S. cerevisiae CIT2-GFP strain, flow cytometry, 3 h; 100 means same as DMSO wells; GFP response vs DMSO, % at 10 µM; actives 0.065% (n = 320,000); AID 2029;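 active = GFP response relative to DMSO above a set limit, near the screen mean plus 3 SD, cut at about 150% in these data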;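 note: ratio of well median GFP fluorescence to mean of DMSO wells on the plate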
AGP1-GFP MLPCN = modulators of TOR pathway AGP1-GFP in S. cerevisiae; S. cerevisiae AGP1-GFP multiplex flow cytometry, 3 h; GFP as percent of DMSO wells; GFP response vs DMSO, % at 10 µM; actives 0.02% (n = 320,000); AID 2066;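 active = GFP response relative to DMSO above a set limit, near screen average plus 3 SD, cut at about 150% in these data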;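 note: median GFP channel fluorescence of the gated AGP1 strain per well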
Active calls of the source: *; / = not tested or not shown; [ ] = dose if it differs, or a comment. Rows are unselected; 1.7% or so of the library scored in one or more.

SMILES	GRK2 aptamer HTS	Yeast superoxide	LAP4-GFP MLPCN	MEP2-GFP yeast	VLA-4 inh	RPL19A-GFP yeast	CIT2-GFP yeast	AGP1-GFP MLPCN
CC(=O)c1c(O)cc(C(C)C)n(-c2ccccc2)c1=O	2	98	89	92	0	104	95	97
O=C(NC(=S)N1CCN(c2ccccc2)CC1)c1c(F)cccc1F	3	90	81	94	0	99	109	81
CC1CN(C(=O)CCC(=O)NCCCN2C(C)CCCC2C)c2ccccc2O1 (stereo not drawn)	0	95	99	101	17	96	97	95
COc1cc(NC(=O)Nc2cc(C)on2)cc(OC)c1OC	1	105	95	104	-3	102	107	101
CC12CCC(C(=O)N3CCOCC3)([C@H](Br)C1=O)C2(C)C (stereo partly drawn)	1	98	112	111	-4	101	105	105
NS(=O)(=O)c1ccc(N/C=C\C(=O)c2ccc3ccccc3c2)cc1	49*	89	88	111	6	100	95	82
O=C(O)COCC(=O)Nc1ccc(-n2nc(C(F)(F)F)cc2-c2cccs2)cc1	1	104	117	100	20	97	107	123
Cc1cc(C)cc(NS(=O)(=O)c2cnc(Cl)c(Cl)c2)c1	0	111	87	92	5	91	82	92
O=C(CCSc1nc(-c2ccco2)cc(C(F)(F)F)n1)NCCc1ccccc1	0	109	105	109	-5	103	109	103
CC1(C)CC(=O)CC(=Nc2ccc3[nH]c(=O)[nH]c3c2)C1	1	91	111	112	8	109	121	115
C/C(=N\Nc1nc(N2CCCCC2)nc(N2CCOCC2)n1)c1cccs1	2	109	107	106	3	97	101	96
COc1ccc(NCc2nnc(SCCN3CCCCC3)n2-c2ccc(C)cc2)cc1	0	102	93	110	-5	107	102	105
Cc1ccc(-c2nnn(CC(=O)N(CC3CCCO3)C(C(=O)NC(C)(C)C)c3ccc(F)cc3)n2)o1 (stereo not drawn)	0	109	99	106	6	100	96	102
Cc1ccc(OCCCN2CCCC2)c(C)c1	0	98	87	93	13	92	92	93
CC(=O)c1ccc(NC(=O)C2CCN(S(=O)(=O)c3cccc4cccnc34)CC2)cc1	0	108	112	132	14	99	100	105
CN(CC(=O)Nc1ccccc1Br)C(=O)C1CCN(C(=O)c2ccc(Cl)cc2)CC1	0	102	95	105	11	110	102	106
COc1ccc(NC(=O)Cn2c(=O)n(Cc3ccco3)c(=O)c3ccccc32)cc1	0	100	98	96	17	94	90	92
Cn1c(=O)[nH]c(=O)c2c1nc(N1CCOCC1)n2CCSc1nc2ccccc2[nH]1	3	107	95	101	33	100	90	99
COc1ccc2c(COC(=O)CNS(=O)(=O)c3ccc(C)c(C)c3)cc(=O)oc2c1	4	122	96	101	15	98	93	97
Cc1c(C(=O)C(=O)NCC2CCCO2)c2ccccc2n1C (stereo not drawn)	0	92	102	110	13	115	109	116
O=C(CSc1ccc(-c2ccc(F)cc2)nn1)Nc1ccc2c(c1)OCCO2	0	108	89	103	-3	98	96	94
CC(=O)Nc1cccc(Oc2ncnc3scc(-c4ccc(C)cc4)c23)c1	0	124	96	91	1	107	91	96
CNCC(O)COc1cccc(OC)c1 (stereo not drawn)	4	100	88	107	2	98	100	105
O=C1C(Cl)=C(NC(=O)c2ccccc2)C(=O)C(Cl)=C1NC(=O)c1ccccc1	0	93	122	93	24	95	103	96
CN(CC(=O)Nc1ccccc1Cl)C(=O)CSc1nnc(-c2ccco2)o1	2	97	91	80	11	90	91	92
SMILES	GRK2 aptamer HTS	Yeast superoxide	LAP4-GFP MLPCN	MEP2-GFP yeast	VLA-4 inh	RPL19A-GFP yeast	CIT2-GFP yeast	AGP1-GFP MLPCN
Cn1c(NCC(O)c2ccccc2)nc2c1c(=O)n(Cc1ccc(Cl)c(Cl)c1)c(=O)n2C (stereo not drawn)	0	106	99	96	23	92	87	90
O=C(CCOc1ccccc1)NNC(=O)c1ccccc1	10	85	91	99	16	96	110	95
CCOc1ccc(C(=O)N2CCN=C2SC)cc1OCC	3	99	86	95	-9	96	93	92
COc1ccccc1N1CCN(C(=O)CCC(=O)Nc2nnc(C(C)C)s2)CC1	0	96	106	98	7	99	94	108
COc1ccccc1/C=N/N1C(=O)C2C3C=CC(CC3)C2C1=O (stereo not drawn)	2	99	100	95	0	101	106	103
COc1ccc(C(=O)COC(=O)c2cccnc2SC)cc1	0	82	99	118	20	97	94	94
O=C(c1ccccc1)c1ccc(N2CCCC2)cc1	0	97	113	99	15	100	91	96
COn1c(=O)c(=O)n(OC)c2ccccc21	0	116	96	102	7	97	98	97
COC(=O)c1cc(-c2ccc(OC)c(OC)c2)on1	0	105	101	99	3	101	123	86
Cc1cc(Cl)ccc1NC(=S)N1CCN(C(=O)C2CCCO2)CC1 (stereo not drawn)	0	75	91	101	27	105	99	93
Cc1ccc(S(=O)(=O)NC2CCC(C(=O)O)CC2)cc1 (stereo not drawn)	0	109	98	104	5	97	92	94
Cc1noc(C)c1CSCC(=O)Oc1ccc(N(C)S(=O)(=O)c2ccc(Cl)cc2)cc1	2	102	108	99	4	98	88	106
c1coc(Cn2nnnc2CN2CCN(C3CCCCC3)CC2)c1	0	93	97	105	-1	100	94	101
O=C(CNC(=O)c1ccc(S(=O)(=O)N2CCCC2)cc1)N/N=C/c1ccco1	0	89	103	110	5	115	107	107
O=C(NCc1ccccn1)c1cn(CCc2ccccc2)nn1	0	107	95	99	8	98	93	98
Cc1ccc(NC(=O)c2cc(N3C(=O)C=CC3=O)ccc2Cl)cc1C	6	83	115	91	33	70[may fluoresce green]	66[may fluoresce green]	100[may fluoresce green]
Cc1ccc(S(=O)(=O)NCCC(=O)N2CCN(c3cccc(Cl)c3)CC2)cc1C	2	110	102	101	-6	100	106	98
Cc1c(CCOC(=O)c2cc([N+](=O)[O-])ccc2Cl)sc[n+]1CCCCS(=O)(=O)[O-]	1	112	93	111	1	111	107	115
Cc1cccc(C)c1NC(=O)CCCSc1nnnn1C	0	95	93	98	7	99	105	97
CCOc1ccc(S(=O)(=O)NCCC(=O)N2CC(C)CC(C)C2)cc1 (stereo not drawn)	2	128	107	96	-3	97	95	106
COc1ccc(Cl)cc1NC(=O)N1CCN(c2ccccc2OC)CC1	0	93	119	92	-2	85	74	87
COc1ccc(N2C(=O)CC(N3CCN(S(=O)(=O)c4ccc(Cl)cc4)CC3)C2=O)cc1 (stereo not drawn)	2	97	93	91	-5	83	/	86
CC(=O)Nc1ccc(S(=O)(=O)N(C)CC(=O)OCC(=O)Nc2cc(C)on2)cc1	2	144	103	107	22	99	103	103
CCN(CC(=O)NC(=O)NC1CCCCC1)Cc1ccccc1	2	120	93	92	1	91	88	91
O=C(Nc1ccc2ncccc2c1)c1cc(Cl)ccc1Cl	0	91	127	99	13	97	92	93

A different layout for 16 compounds above.
Structure,GRK2 aptamer HTS,Yeast superoxide,LAP4-GFP MLPCN,MEP2-GFP yeast,VLA-4 inh,RPL19A-GFP yeast,CIT2-GFP yeast,AGP1-GFP MLPCN
Cc1cc(Cl)ccc1NC(=S)N1CCN(C(=O)C2CCCO2)CC1 (stereo not drawn),0,75,91,101,27,105,99,93
Cc1ccc(S(=O)(=O)NC2CCC(C(=O)O)CC2)cc1 (stereo not drawn),0,109,98,104,5,97,92,94
Cc1noc(C)c1CSCC(=O)Oc1ccc(N(C)S(=O)(=O)c2ccc(Cl)cc2)cc1,2,102,108,99,4,98,88,106
c1coc(Cn2nnnc2CN2CCN(C3CCCCC3)CC2)c1,0,93,97,105,-1,100,94,101
O=C(CNC(=O)c1ccc(S(=O)(=O)N2CCCC2)cc1)N/N=C/c1ccco1,0,89,103,110,5,115,107,107
O=C(NCc1ccccn1)c1cn(CCc2ccccc2)nn1,0,107,95,99,8,98,93,98
Cc1ccc(NC(=O)c2cc(N3C(=O)C=CC3=O)ccc2Cl)cc1C,6,83,115,91,33,70[may fluoresce green],66[may fluoresce green],100[may fluoresce green]
Cc1ccc(S(=O)(=O)NCCC(=O)N2CCN(c3cccc(Cl)c3)CC2)cc1C,2,110,102,101,-6,100,106,98
Cc1c(CCOC(=O)c2cc([N+](=O)[O-])ccc2Cl)sc[n+]1CCCCS(=O)(=O)[O-],1,112,93,111,1,111,107,115
Cc1cccc(C)c1NC(=O)CCCSc1nnnn1C,0,95,93,98,7,99,105,97
CCOc1ccc(S(=O)(=O)NCCC(=O)N2CC(C)CC(C)C2)cc1 (stereo not drawn),2,128,107,96,-3,97,95,106
COc1ccc(Cl)cc1NC(=O)N1CCN(c2ccccc2OC)CC1,0,93,119,92,-2,85,74,87
COc1ccc(N2C(=O)CC(N3CCN(S(=O)(=O)c4ccc(Cl)cc4)CC3)C2=O)cc1 (stereo not drawn),2,97,93,91,-5,83,/,86
CC(=O)Nc1ccc(S(=O)(=O)N(C)CC(=O)OCC(=O)Nc2cc(C)on2)cc1,2,144,103,107,22,99,103,103
CCN(CC(=O)NC(=O)NC1CCCCC1)Cc1ccccc1,2,120,93,92,1,91,88,91
O=C(Nc1ccc2ncccc2c1)c1cc(Cl)ccc1Cl,0,91,127,99,13,97,92,93

Next part:
SMILES	GRK2 aptamer HTS	Yeast superoxide	LAP4-GFP MLPCN	MEP2-GFP yeast	VLA-4 inh	RPL19A-GFP yeast	CIT2-GFP yeast	AGP1-GFP MLPCN
O=C(NNC1OC(CO)C(O)C(O)C1O)c1cccc(Br)c1 (stereo not drawn)	0	81	107	88	17	93	83	95
O=S(=O)(NCc1ccccc1Cl)c1ccc(-n2cnnn2)cc1	0	97	95	105	-2	103	105	104
CCOC(=O)Nc1ccc2c(c1)N(C(=O)CCN(C)C)c1ccccc1S2	0	91	108	99	11	96	91	95
O=C(CCc1nnc(C2CCCCC2)o1)N1CCC(Oc2cccnc2)CC1	3	68	88	101	12	101	97	97
Cc1nnc2c(N3CCN(C(=O)c4ccco4)CC3)nc3ccccc3n12	1	85	98	88	14	95	98	92
CCn1cc(C(=O)NCCCN2CCCC(C)C2)c(=O)c2cc(S(=O)(=O)N3CCc4ccccc4C3)ccc21 (stereo not drawn)	0	89	86	88	34	95	94	98
Cc1c(C(=O)N/N=C/c2ccc(N(C)C)cc2)[nH]c2ccc(Cl)cc12	0	106	88	103	-40	101	101	98
O=C1CCC(=O)N1CCOP1(=O)COc2ccccc2OC1	0	106	95	96	10	98	97	99
CCOC(=O)C1CCN(S(=O)(=O)c2c(C)[nH]c(=O)[nH]c2=O)CC1	1	79	103	105	4	102	104	105
CCOCCOC(=O)c1[nH]c2c(c1C)C(=O)CC(c1ccccc1)C2 (stereo not drawn)	0	101	104	101	5	103	100	98
Cc1c(C(=O)Nc2ccccc2)sc2nc(-c3ccccc3)cn12	0	114	116	97	-2	93	91	94
Cc1ccc(S(=O)(=O)c2nnn3c2nc(NC2CCN(Cc4ccccc4)CC2)c2ccccc23)cc1C	0	85	89	93	14	94	96	96
O=C(Nn1c(-c2ccccc2)nc2ccccc2c1=O)c1ccco1	1	100	102	95	6	100	102	98
COC(=O)c1sccc1NC(=S)N1C(C)CCCC1C (stereo not drawn)	0	108	112	94	15	94	91	104
COc1ccc(-c2nn(-c3ccccc3)cc2/C=N/NS(=O)(=O)c2ccccc2)cc1	1	112	101	93	6	100	117	102
